# Bioassay records from PubChem.
# p53null 32C kill: selectivity test: cytotoxicity in p53 null cells, permissive temperature; H1299-neo p53 null cells, ATP luminescence, 24 h, 32C; Potency, µM (doses to about 46.1 µM), inactives show top-dose activity change, negative = cytotoxicity, actives largely listed as cytotoxic; AID 903; hit rate 0.62% among 55,000;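 further: potency means the concentration at half of the fitted maximal effect; 0% = DMSO only and -100% = full killing by 100 µM tamoxifen; nearly all actives have a fitted effect of over 55% in size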
#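 Cells lacking p53 (H1299-neo) are plated at 600 per well and allowed to settle overnight at 37C. Test compounds (up to 46 uM) are added and held 24 hours at 32C, then ATP is quantified by luminescence.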
# GALK inh: inhibitors of human galactokinase (GALK); 44,000 tested, under 10 active; AID 1347072; recombinant GALK, Kinase-Glo ATP luminescence, 1 h; P51570; Potency, µM (top dose mostly 57.5 µM), inactives show top-dose activity, negative = inhibition, actives largely listed as inhibitors;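 further: plate controls were full GALK reaction for no effect and reaction lacking GALK for full effect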
#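 Compounds were pinned into ATP buffer, then GALK-galactose mix was added (final 5 nM enzyme, 35 uM ATP, 100 uM galactose, pH 8.0). After 1 h at room temperature, Kinase-Glo Plus was added and luminescence read.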
# TSG101-PTAP inh: inhibitors of HIV-1 PTAP binding to human TSG101, validation. Q99816. Fluorescence polarization, FITC-PTAP peptide/Tsg101, 20 min. Potency, µM (doses to about 115 µM), for the others: at the top dose activity change, negative = inhibition, most hits filed as inhibitors. 44,000 tested, under 10 active. AID 1347069; further: potency means the concentration at half of the fitted maximal effect; 0% is about no effect
# Target sequence (Q99816 whole entry, looked up): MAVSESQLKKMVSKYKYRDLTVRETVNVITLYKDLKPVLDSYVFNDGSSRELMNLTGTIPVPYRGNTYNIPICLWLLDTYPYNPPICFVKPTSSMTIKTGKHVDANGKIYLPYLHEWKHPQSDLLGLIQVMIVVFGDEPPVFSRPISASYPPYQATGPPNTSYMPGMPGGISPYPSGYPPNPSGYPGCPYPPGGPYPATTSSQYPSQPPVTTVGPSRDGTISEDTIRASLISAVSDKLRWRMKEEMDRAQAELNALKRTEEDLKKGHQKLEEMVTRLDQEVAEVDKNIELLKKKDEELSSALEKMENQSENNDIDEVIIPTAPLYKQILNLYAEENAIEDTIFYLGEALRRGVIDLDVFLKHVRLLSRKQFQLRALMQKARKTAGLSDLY
#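 The Tsg101 binding domain, at 10 uM final, is mixed with compound and a FITC peptide bearing the PTAP motif (50 nM final). After 20 min at r.t., polarization is measured; actives defined by CRC class, efficacy cut-off 60% inhibition.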
# FH mod: Identification of activators of human fumarate hydratase by quantitative high-throughput screening; Fumarate hydratase, mitochondrial (Homo sapiens), P07954; FH coupled MDH/diaphorase resazurin fluorescence, 15 min; Potency, µM (series often up to 79.9 µM), without a hit: top-dose activity change, negative = inhibition, usual class: inhibitors; hit rate 0.22% among 54,000; AID 1347055, 2019; further: potency means the concentration at half of the fitted maximal effect; on the % scale 0 is the no-effect control and ±100 the full control effect; the screen sought activators but most active calls are inhibition curves; nearly all actives have a fitted effect of over 45% in size
# B2AR arrestin ag: beta-arrestin recruitment by human beta2-adrenergic receptor ligands; 44,000 tested, under 10 active; Potency, µM (top dose mostly 46.1 µM), inactives show at the top dose activation, usual class: activators; HTLA Tango cells, beta-arrestin recruitment, luciferase luminescence, 18 h;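 further: potency means the concentration at half of the fitted maximal effect; 0% = DMSO and full agonism = EC100 isoproterenol or metaproterenol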
# Target sequence (P07550 whole entry, looked up): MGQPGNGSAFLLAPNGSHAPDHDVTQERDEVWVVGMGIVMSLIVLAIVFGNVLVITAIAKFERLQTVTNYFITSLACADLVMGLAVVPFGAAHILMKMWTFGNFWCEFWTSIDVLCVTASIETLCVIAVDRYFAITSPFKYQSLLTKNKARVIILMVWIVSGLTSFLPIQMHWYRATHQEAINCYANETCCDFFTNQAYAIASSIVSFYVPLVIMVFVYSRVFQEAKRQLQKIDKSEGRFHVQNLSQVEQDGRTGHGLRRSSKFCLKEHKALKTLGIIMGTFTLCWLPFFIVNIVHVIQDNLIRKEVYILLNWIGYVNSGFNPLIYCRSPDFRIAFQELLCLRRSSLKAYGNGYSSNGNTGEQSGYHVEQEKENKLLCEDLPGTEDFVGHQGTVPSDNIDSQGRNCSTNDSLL
#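 Luminescence read-out: arrestin recruitment to recombinant beta2-AR releases tTA, inducing luciferase. Cells exposed 18 hr at 37 degrees C to up to 46 microM compound; %Activity from corrected signal, concentration-response curves classified by r2, magnitude and efficacy.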
# NTMT1 inhibitor: NTMT1 methyltransferase inhibition. Q9BV86. Potency, µM (series often up to 114 µM), for the others: top-dose activity change, negative = inhibition, usual class: inhibitors. NTMT1 MTase-Glo SAH luminescence, purified enzyme. hit rate 2.5% among 59,000. AID 1645870;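 further: potency means the concentration at half of the fitted maximal effect; plate controls were DMSO vehicle for no effect and no enzyme for full effect; nearly all actives have a fitted effect of over 65% in size; many of its hits are not listed in these tables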
# Target sequence (Q9BV86 whole entry, looked up): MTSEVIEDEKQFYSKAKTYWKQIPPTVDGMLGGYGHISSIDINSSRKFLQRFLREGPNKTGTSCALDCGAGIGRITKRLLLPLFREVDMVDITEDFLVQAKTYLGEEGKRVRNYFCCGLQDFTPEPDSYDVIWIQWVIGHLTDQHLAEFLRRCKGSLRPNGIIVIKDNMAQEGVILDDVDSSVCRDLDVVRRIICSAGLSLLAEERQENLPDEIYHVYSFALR
# p53null 39C tox: kills p53 null cells at the nonpermissive temperature; AID 904; hit rate 0.97% among 55,000; Potency, µM (series often up to 46.1 µM), for inactives: top-dose activity, negative = cell killing, hits mostly cytotoxic; H1299 p53-null (neo) cells, 39C, ATPlite viability, 24 h;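 further: potency means the concentration at half of the fitted maximal effect; 0% = DMSO only and -100% = full killing by 100 µM tamoxifen; nearly all actives have a fitted effect of over 50% in size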
#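 Following overnight plating at 37C (600 cells/well), H1299-neo or H1299-p53A138V cells are dosed up to 46 uM. Incubation lasts 24 hr at 39C before ATP detection.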
# * hit, by the source's call; ? = inconclusive; nt = no result given; [ ] = remark or other dose. The call rests on the fitted dose curve; in most records, active means well fitted curve in the direction sought with a large enough effect; inconclusive means small, poorly fitted or top-dose-only effect, or another doubt; inactive means no such curve, though single readings can be large; an effect the other way counts as inactive or inconclusive. The list is partial; count on the stated rates, not on these rows.
SMILES,p53null 32C kill,GALK inh,TSG101-PTAP inh,FH mod,B2AR arrestin ag,NTMT1 inhibitor,p53null 39C tox
O=C(CCCCn1c(=O)c2ccccc2n(CC(=O)Nc2ccc(F)cc2F)c1=O)NCCc1ccccc1,10%,7%,0%,-3%,-2%,7%,8%
O=c1c2c3c(sc2nnn1Cc1ccc(F)cc1)CCCC3,-17%,2%,7%,-11%,-3%,-1%,27%
CCOc1ccccc1NC(=O)Cn1c(=O)n(Cc2ccc(OC)cc2)c(=O)c2oc3ccccc3c21,1%,?,-1%,-11%,-1%,5%,-8%
CCN(CC)CCNC(=O)c1ccc(CSc2nc3ccncc3n2Cc2cccc(F)c2)cc1,-4%,4%,-5%,-17%,-3%,10%,-19%
Cc1ccccc1Cn1c(SCc2ccc(C(=O)N3CCCCC3)cc2)nc2ccncc21,-4%,-1%,0%,-15%,1%,?,-3%
COc1cc(NC(=O)Cn2c(=O)n(Cc3ccco3)c(=O)c3sc4ccccc4c32)cc(OC)c1,0%,8%,0%,-4%,-2%,5%,22%
CC(=O)N1CCc2c(sc3c2c(=O)n(-c2ccccc2)c(=O)n3CC(=O)c2ccc(Cl)cc2)C1,2%,2%,-1%,-17%,2%,4%,6%
CC1=C(C(=O)Nc2cc(Cl)ccc2C)C(c2cccs2)n2ncnc2N1 (configuration not stated),-2%,4%,-2%,-11%,8%,-1%,-15%
COc1ccc(NC(=O)CN2C(=O)C(=O)c3ccccc32)c(OC)c1,3%,4%,0%,nt,1%,nt,?
COc1cc(Cl)c(C)cc1NC(=O)CSCc1nc(-c2ccc(OC)c(OC)c2)no1,1%,-3%,0%,-17%,0%,-4%,-17%
Cc1ccc(-c2nnc(Nc3ccccc3)c3ccccc23)cc1S(=O)(=O)N1CCOCC1,7%,-1%,-1%,-19%,1%,14%,22%
C=Cc1ccc(CSc2nc(-c3ccc(Cl)cc3)nc3c2Cc2c(CO)cnc(C)c2O3)cc1,1%,3%,1%,-8%,-1%,-1%,-39%
CC(=O)c1ccc(NC(=O)c2cc(C3CC3)nc3c2c(C)nn3-c2ccc(C)cc2)cc1,-4%,1%,-6%,-26%,0%,-4%,-12%
Cc1ccc(C(C)C)c(OCCn2cc(C(=O)c3ccco3)c3ccccc32)c1,20%,0%,-7%,?,0%,-5%,-5%
COc1ccc(OCC2c3cc(OC)c(OC)cc3CCN2C(=O)c2ccc(F)cc2)cc1 (configuration not stated),0%,-1%,-2%,-18%,1%,13%,21%
COc1ccc(-n2c(SCC(=O)NCc3ccccc3)nc3n[nH]c(C)c3c2=N)cc1,-18%,-11%,1%,2%,5%,-5%,4%
Cc1ccc(NC(=O)CSc2nc(-c3ccco3)nc3cc(=O)[nH]n23)cc1C,-2%,3%,-6%,nt,0%,nt,-24%
COc1ccc(N2CCN(C3C(=O)c4ccccc4N3C(C)=O)CC2)cc1 (configuration not stated),-5%,0%,-1%,2%,0%,-10%,7%
Cc1cccc(CSc2ncc(CO)n2Cc2ccc(F)cc2)c1,-3%,-6%,-3%,-17%,0%,-15%,7%
Cc1ccc(/C=C(\C#N)c2nc(-c3cc4c(ccc5ccccc54)oc3=O)cs2)cc1,-5%,1%,0%,-5%,-1%,?,-7%
CCC(Sc1nc2ncccc2[nH]1)C(=O)Nc1cccc(OC)c1 (configuration not stated),2%,-2%,2%,-33%,0%,-1%,-9%
CCOc1ccccc1N(CC)C(=O)c1cc2c(=O)[nH]c3ccc(C)cc3c2s1,-2%,4%,1%,-6%,-2%,-9%,1%
COc1ccccc1-c1nc2c(c(SCc3ccc(F)cc3Cl)n1)Cc1c(CO)cnc(C)c1O2,5%,?,-6%,1%,0%,-3%,-8%
COc1cccc(-n2c(=O)c3c(C)c(C(=O)N(C)C)sc3n(CC(=O)Nc3ccc(C)cc3Cl)c2=O)c1,1%,-1%,0%,-2%,2%,-3%,10%
COc1ccc(OC)c(CNC(=O)Cn2nc(C)c3c(C)n(-c4ccccc4)nc3c2=O)c1,-7%,2%,-1%,-7%,1%,?,6%
Cc1ccc(NC(=O)C(Cc2ccccc2)NS(=O)(=O)c2ccc3c(c2)oc(=O)n3C)c(Cl)c1 (configuration not stated),-5%,-2%,3%,?,1%,11%,-24%
CC(=O)c1ccc(Nc2cc(C)nc3nc(Cc4ccccc4)nn23)cc1,0%,0%,-5%,-4%,-1%,-1%,-1%
Cc1oc(C)c2c(=O)cc(-c3ccc4c(c3)OCO4)cc(OC(=O)c3ccccc3Cl)c12,-7%,5%,5%,?,0%,19%,23%
CC(C)(C)c1ccc(OCC(=O)NC(Cc2c[nH]c3ccccc23)C(=O)O)cc1 (configuration not stated),-7%,-6%,-8%,-13%,-2%,16%,-4%
Cc1nnc(SCC(=O)NCc2ccccc2F)c2nn(-c3ccc(Cl)cc3)c(C)c12,17%,-1%,7%,-24%,2%,?,-3%
CCCN1C(C(=O)c2ccccc2)=C(OC(=O)c2ccc(OC)cc2)c2ccccc2S1(=O)=O,-17%,-3%,-2%,-18%,9%,0%,-20%
COc1ccc(C2=C(C)C(=O)N(Cc3ccc(C(=O)NCc4cccc(C)c4)cc3)S2(=O)=O)cc1,-4%,0%,-6%,-9%,0%,-15%,10%
Cc1c(C(=O)N2CCC(C)CC2)c(S(=O)(=O)N2CCN(c3cccc(Cl)c3)CC2)c(C)n1C,4%,-1%,0%,-7%,-1%,1%,-6%
COc1ccc(C(=O)Nc2ccc(OCc3cc(=O)n4ccccc4n3)cc2)cc1,-7%,2%,-2%,2%,-1%,21%,-5%
CCc1ccc(NC(=O)CN2C(=O)CSc3ccc(S(=O)(=O)N(C)C)cc32)cc1,-1%,1%,-3%,-12%,0%,2%,-25%
COc1ccccc1OCCn1c(C(C)Oc2ccccc2)nc2ccccc21 (configuration not stated),39%[activator],-1%,-9%,-7%,0%,12%,67%[activator]
CC(C)CCNC(=O)CN1C(=O)COc2ccc(S(=O)(=O)N3CCOCC3)cc21,-3%,9%,1%,0%,0%,-11%,-12%
O=c1c(=O)n(-c2ccccc2)ccn1Cc1c(F)cccc1Cl,0%,4%,1%,11%,-1%,-12%,-18%
Cc1ccc(-n2nnnc2CNC(=O)c2ccc(F)cc2)cc1C,-2%,-2%,-2%,-17%,0%,0%,1%
CCOc1ccc(N2CC(c3nc4ccccc4n3Cc3ccccc3F)CC2=O)cc1 (configuration not stated),7%,0%,-13%,?,1%,1%,3%
Cc1oc2ncn(C)c(=O)c2c1C(=O)N(Cc1ccccc1)C(C)C,2%,2%,-1%,-17%,0%,0%,-14%
COc1ccc(S(=O)(=O)N2CCC(c3ccncc3)CC2)cc1Cl,-2%,-4%,2%,6%,-2%,12%,11%
COc1ccc(C(=O)OCc2cc(=O)n3nc(-c4cccs4)sc3n2)cc1,-4%,-1%,2%,-28%,1%,-22%,3%
Cc1nc(N2CCOCC2)c2c(C(=O)N(C)c3ccccc3)c(C)oc2n1,3%,-1%,3%,1%,0%,16%,-9%
CCOc1ccc(CCNC(=O)c2cn(CC)c3ccc(S(=O)(=O)N4CCCCCC4)cc3c2=O)cc1OCC,22%,0%,-4%,?,1%,15%,25%
O=C(Cn1c(=O)n(Cc2ccco2)c(=O)c2cccnc21)Nc1ccccc1F,-3%,6%,-1%,-3%,-1%,-4%,-2%
CC(C)c1ccc(N2C(=O)N(Cc3cccc([N+](=O)[O-])c3)c3ccccc3S2(=O)=O)cc1,4%,2%,-1%,-10%,-3%,10%,6%
CCOC(=O)c1ccccc1NC(=O)c1nn(C)c2c1COc1ccccc1-2,26%,-10%,-2%,2%,-1%,-12%,43%[activator]
CCOc1ccc(C2c3c(oc4ccc(C)cc4c3=O)C(=O)N2c2nc(C)c(C)s2)cc1OC (configuration not stated),-2%,0%,2%,-7%,-2%,31%[activator],-20%
COC(=O)c1ccccc1NC(=O)C1=CC(c2ccc3c(c2)OCO3)=NS(=O)(=O)N1C,-3%,-12%,0%,-7%,-3%,5%,2%
Cc1ccc(Cn2c(=O)c3cccnc3n(CC(=O)Nc3cc(Cl)ccc3C)c2=O)cc1,-5%,6%,1%,-4%,1%,?,-4%
Cc1ccc(C(=O)Nc2nnc(S(=O)(=O)N3CCc4ccccc43)s2)cc1,3%,2%,0%,4%,0%,9%,-27%
CCOc1ccc(Nc2ncnc3scc(-c4ccc(OC)cc4)c23)cc1,2%,0%,-4%,-27%,1%,?,-4%
Cc1cc(C)cc(NC(=O)CSc2nnc(COc3ccccc3Cl)o2)c1,-12%,1%,-10%,-19%,0%,-4%,9%
COC(=O)C(C)Sc1ncnc2c1c(-c1ccccc1)cn2-c1ccc(F)cc1 (configuration not stated),22%,6%,-1%,-40%,1%,-1%,33%[activator]
COc1ccc(Cl)cc1NC(=O)c1cc2c(s1)-c1ccccc1OC2,-7%,1%,-1%,-21%,0%,6%,-2%
COc1ccc(OCCn2c(C3CC(=O)N(c4ccc(F)cc4)C3)nc3ccccc32)cc1 (configuration not stated),20%,6%,10%,-28%,10%,?,-5%
CCc1ccc(NC(=O)CCCc2nnc3n(CCCOC)c(=O)c4sccc4n23)cc1,9%,0%,-12%,-3%,0%,-4%,-2%
CC(C)NC(=O)Cc1csc2nc(-c3ccccc3)cn12,-6%,1%,-8%,4%,1%,-4%,-1%
Cc1cn2c(=O)cc(COc3ccc(C(C)(C)C)cc3)nc2s1,-11%,-9%,2%,6%,0%,9%,-11%

# Ordered by heavy-atom count (lowest first): some entries from above
SMILES,p53null 32C kill,GALK inh,TSG101-PTAP inh,FH mod,B2AR arrestin ag,NTMT1 inhibitor,p53null 39C tox
CC(C)NC(=O)Cc1csc2nc(-c3ccccc3)cn12,-6%,1%,-8%,4%,1%,-4%,-1%
COc1ccc(S(=O)(=O)N2CCC(c3ccncc3)CC2)cc1Cl,-2%,-4%,2%,6%,-2%,12%,11%
Cc1ccc(C(=O)Nc2nnc(S(=O)(=O)N3CCc4ccccc43)s2)cc1,3%,2%,0%,4%,0%,9%,-27%
CCc1ccc(NC(=O)CCCc2nnc3n(CCCOC)c(=O)c4sccc4n23)cc1,9%,0%,-12%,-3%,0%,-4%,-2%

# (cont.)
SMILES,p53null 32C kill,GALK inh,TSG101-PTAP inh,FH mod,B2AR arrestin ag,NTMT1 inhibitor,p53null 39C tox
Cc1cccc(Cn2c(-c3ccccc3)nc3ccccc32)c1,5%,6%,-5%,-19%,-3%,-2%,-9%
CCN(CC)C(=O)c1ccccc1NC(=O)c1cccc(S(=O)(=O)N2CCC(C)CC2)c1,3%,3%,2%,5%,1%,0%,31%[activator]
Cc1cccc(Cn2c(C)c(C)c3cc(C(=O)NCc4ccco4)ccc32)c1,19%,4%,0%,?,5%,-6%,27%
COc1ccc(NC(=O)c2ccco2)cc1NC(=O)COc1ccc(C)cc1C,-22%,8%,-3%,-19%,-2%,-23%,-19%
Cc1ccc(Cn2c(CNC(=O)CCc3ccccc3)nc3cccnc32)cc1,2%,5%,0%,-19%,0%,16%,14%
